Screening results from PubChem.
TROY signal inh – inhibitors of TROY-dependent NF-kB signaling; Q293 LMP1-TROYcd NF-kB luciferase reporter, 4 h; inhibition, % at 10 µM; 360,000 compounds, 0.98% hits;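 active means compounds whose plate-normalised and pattern-corrected inhibition of the luciferase reporter signal at the single screening dose is 50% or more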
SRC2 inh – human SRC2 (NCOA2) inhibition; HEK293 GAL4-SRC2 luciferase reporter, luminescence; inhibition, % at 9 µM; 370,000 compounds, 0.17% hits;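 active means inhibition above the mean inhibition of all tested compounds plus 3 SD, set per campaign, cut at about 52% in these data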;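 further: 0% = DMSO treated cells and 100% = cells given Gossypol at 36 µM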
TLR9-MyD88 block – TLR9-MyD88 interaction inhibition. AID 504734. inhibition, % at 4.98 µM. 340,000 compounds, 0.21% hits. CHO BLA complementation TLR9-MyD88, CCF4 FRET ratio;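 active means inhibition above the mean over all tested compounds plus 3 SD, cut at about 21% in these data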;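 further: 0% = DMSO only wells and 100% = clavulanate BLA inhibitor control wells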
NOD2-RIPK2 inh – inhibitors of human NOD2-RIPK2 interaction; CHO BLA complementation NOD2-RIPK2, CCF4 ratio; inhibition, % at 4.98 µM; 360,000 compounds, 0.38% hits; AID 624267; in the data active means inhibition above about 21%;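 further: 0% = vehicle only and 100% = reference blocker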
Target sequence (O43353 whole entry, looked up): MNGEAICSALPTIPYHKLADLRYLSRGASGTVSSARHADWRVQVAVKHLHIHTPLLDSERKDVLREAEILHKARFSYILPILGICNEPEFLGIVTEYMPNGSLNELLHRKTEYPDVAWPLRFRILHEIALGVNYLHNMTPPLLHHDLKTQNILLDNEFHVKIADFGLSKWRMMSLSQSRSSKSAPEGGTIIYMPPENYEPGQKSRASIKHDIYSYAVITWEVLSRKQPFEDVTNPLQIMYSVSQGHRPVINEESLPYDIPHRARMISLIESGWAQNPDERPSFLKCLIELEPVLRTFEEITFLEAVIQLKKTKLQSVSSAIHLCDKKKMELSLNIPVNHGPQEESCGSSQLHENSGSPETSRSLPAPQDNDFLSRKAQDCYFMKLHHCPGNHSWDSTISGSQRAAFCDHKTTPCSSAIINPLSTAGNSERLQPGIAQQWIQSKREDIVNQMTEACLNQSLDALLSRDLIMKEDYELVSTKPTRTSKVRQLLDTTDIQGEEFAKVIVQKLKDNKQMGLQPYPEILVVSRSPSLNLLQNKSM
SRC3 inh – human NCOA3 inhibition | inhibition, % at 3.6 µM | AID 588352 | Q9Y6Q9 | HEK293 GAL4-SRC3 luciferase reporter, luminescence | 360,000 compounds, 0.17% hits;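 active means inhibition above a per-campaign cutoff, the mean of all compounds plus 3 SD, cut at about 60% in these data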;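 further: 0% = DMSO-treated cells and 100% = gossypol-treated cells at 36 µM; higher means less SRC3-driven luciferase light from the GAL4 reporter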
COUP-TFII inh – inhibitors of human COUP-TFII (NR2F2); 370,000 compounds, 0.7% hits; P24468; inhibition, % at 8.6 µM; AID 686940; HEK293T NGFI-A luciferase reporter, luminescence;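 active means inhibition above a per-plate cutoff, mean inhibition of test wells between control levels plus 3 SD, cut at about 38% in these data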;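 further: cells cotransfected with COUP-TFII expression vector driving the NGFI-A reporter; 0% = median of COUP-TF2 test wells and 100% = reporter-only cells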
SRC1 inh – inhibitors of human steroid receptor coactivator 1 (SRC1). HEK293 GAL4-SRC1 luciferase reporter, luminescence. inhibition, % at 3.6 µM. 360,000 compounds, 0.12% hits. AID 588354;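 active means inhibition above the campaign mean plus 3 SD, with each screening campaign given its own cutoff, cut at about 60% in these data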;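 further: 0% = DMSO treated cells and 100% = gossypol at 36 µM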
ABHD5-PLIN5 inh – blocks binding of human ABHD5 to perilipin-5; Split G. princeps luciferase complementation, luminescence, 4 h; inhibition, % at 4 µM; 360,000 compounds, 0.78% hits; AID 602281;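 active means inhibition above the mean inhibition across every tested compound plus 3 SD, cut at about 22% in these data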;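 further: 0% = DMSO only wells and the 100% control is not disclosed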
Granule exo inh – blocks lytic granule exocytosis | TALL-104 LAMP-1 surface exposure, flow cytometry; cells stimulated with thapsigargin and PMA | inhibition, % at 10 µM | 360,000 compounds, 0.66% hits | AID 651702;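 active means inhibition above about 55%, limit read from the data; inconclusive means no clear call, values can overlap the other calls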
TWEAK-Fn14 inh – TWEAK-Fn14 signaling inhibition; TWEAK-stimulated Fn14 reporter cells, luciferase luminescence, 8 h; inhibition, % at 10 µM; 360,000 compounds, 2% hits; AID 1159606; in the data active means inhibition above about 50%
LRH-1 inv ag – inverse agonists of human LRH-1 (NR5A2); HEK293T StAR-luciferase reporter, LRH-1 transfected, 24 h; 360,000 compounds, 0.13% hits; inhibition, % at 3.6 µM;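 active means inhibition above the mean inhibition of all tested compounds plus 3 SD, cut at about 73% in these data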;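 further: 0% = DMSO wells and 100% = reporter-only cells lacking LRH-1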
Target sequence (O00482 whole entry, looked up): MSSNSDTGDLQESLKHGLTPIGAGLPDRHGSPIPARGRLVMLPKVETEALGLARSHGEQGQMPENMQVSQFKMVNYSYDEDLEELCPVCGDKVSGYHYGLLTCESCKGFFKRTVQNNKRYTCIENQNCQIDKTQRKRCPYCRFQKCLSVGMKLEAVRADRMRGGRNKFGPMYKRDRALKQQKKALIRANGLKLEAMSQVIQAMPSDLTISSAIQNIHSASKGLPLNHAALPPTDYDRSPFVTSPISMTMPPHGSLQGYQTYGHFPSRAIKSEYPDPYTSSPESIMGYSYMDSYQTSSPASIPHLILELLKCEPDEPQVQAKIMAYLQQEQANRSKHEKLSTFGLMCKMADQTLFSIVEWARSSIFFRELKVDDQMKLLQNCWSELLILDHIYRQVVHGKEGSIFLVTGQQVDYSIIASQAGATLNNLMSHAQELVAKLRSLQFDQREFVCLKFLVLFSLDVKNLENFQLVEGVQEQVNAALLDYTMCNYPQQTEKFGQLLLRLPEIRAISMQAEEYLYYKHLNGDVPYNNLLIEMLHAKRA
Starred values were filed as active, the others as inactive; ? = inconclusive; . = no result given.

SMILES	TROY signal inh	SRC2 inh	TLR9-MyD88 block	NOD2-RIPK2 inh	SRC3 inh	COUP-TFII inh	SRC1 inh	ABHD5-PLIN5 inh	Granule exo inh	TWEAK-Fn14 inh	LRH-1 inv ag
Cc1ccc(N=Cc2c(O)n(-c3cc(Cl)ccc3N3CCOCC3)c(=O)c3ccccc23)cc1C	-5	-4	3	-11	-6	-2	-35	0	-2	-26	-15
O=C(Cc1c(F)cccc1Cl)Nc1ccc(-n2cnnn2)cc1	1	5	-4	-11	-5	-4	-1	-5	0	-3	-2
CC1(c2cccc(Br)c2)NC(=O)N(CC(=O)NCCC2=CCCCC2)C1=O (stereo not given)	4	1	4	-7	13	12	-7	-2	-12	4	-2
CCOCc1nnc(NC(=O)C2CC(=O)N(CCc3ccc(F)cc3)C2)s1 (stereo not given)	-9	15	2	-5	0	6	6	-4	2	22	2
Cc1csc(=O)n1CCC(=O)OC(C)C(=O)Nc1ccc(N2CCOCC2)cc1 (stereo not given)	-4	3	4	7	14	-11	-17	-1	0	-4	6
COc1cc(C(=O)NNC(=S)NC(=O)c2ccc3c(c2)OCO3)cc(OC)c1OC	-6	-9	.	-4	14	2	-18	-5	1	-17	2
Clc1cccc(C2Nc3cccc4cccc(c34)N2)c1	3	10	6	-5	2	21	2	1	5	6	19
CCOC(=O)[C@]12CCC=C1N(Cc1ccc3c(c1)OCO3)C(=O)[C@H](CC(=O)NCCCN1CCCC1=O)C2	1	-35	.	-3	.	-5	.	3	2	2	4
COc1ccccc1NC(=O)CN(Cc1ccco1)C(=O)c1cccs1	3	9	7	4	-4	3	-8	2	-2	1	17
CCC1(c2ccc(F)cc2)NC(=O)N(CC(=O)N(C)C2CCS(=O)(=O)C2)C1=O (stereo not given)	6	0	6	-4	-10	7	-4	0	3	4	21
CCCNC(=O)c1ccc2c(=O)c(O)c(-c3ccc(Cl)c([N+](=O)[O-])c3)[nH]c2c1	-3	-291	4	-13	8	0	-3	13	4	-78	23
Nc1nnnn1/N=C/c1ccc(F)cc1	-7	6	-8	-5	6	-37	-11	10	1	-13	22
O=C(Nc1ccc(O)cc1)N1CCOCC1	10	-3	1	7	-40	-15	-2	-7	-5	15	11
COc1ccc(OC)c(S(=O)(=O)N2Cc3ccccc3CC2C(=O)Nc2nccs2)c1 (stereo not given)	10	-79	-10	-6	-50	4	-79	4	1	-8	-33
Cn1c(=O)c2c(-c3ccccc3)n(-c3ccccc3O)cc2n(C)c1=O	-4	2	-9	0	2	26	9	0	2	17	36
CCCC#Cc1ccc2c(c1)O[C@@H](CN(C)Cc1ccc3c(c1)OCO3)[C@H](C)CN([C@@H](C)CO)S2(=O)=O	2	20	3	-4	16	4	5	-12	29	2	10
CCOc1ccccc1NC(=O)CC1Nc2ccccc2NC1=O (stereo not given)	-10	9	-1	-11	-2	5	-6	-2	-1	-1	28
COc1ccc(CNC(=O)CN(C(=O)c2ccc(CN3CCOCC3)o2)C2CCCC2)cc1	2	-5	-4	0	-13	16	2	-2	-3	31	10
CC1NC(=O)c2cccnc2-n2c1nc1ccccc1c2=O (stereo not given)	-16	-5	1	0	12	6	1	1	-3	15	-17
O=C(NC1CCCCC1)c1ccc(S(=O)(=O)N2CCCC2)cc1	-3	8	-5	-4	20	6	1	16	0	-11	8
O=C(C1CCC(=O)N(C2CC2)C1)N(CCO)Cc1ccccc1 (stereo not given)	-9	-12	-8	-10	2	12	23	-2	7	-11	20
COCCN(C(=O)Cc1cccs1)C(C(=O)NC1CCCC1)c1cc(OC)c(OC)c(OC)c1 (stereo not given)	-2	-10	13	-5	0	20	-21	2	-3	-9	-1
O=C(Nc1ccccc1)SC1CCCCC1	-67	-70	-8	-10	-92	-26	-93	-8	4	-35	-87
CC(=O)C1=C(O)C(=O)N(c2nnn(C)n2)C1c1cccs1 (stereo not given)	-10	15	1	-1	1	9	-12	2	0	3	6
Cc1cccc(C)c1OCc1cc(C(=O)N(C)Cc2nc3ccccc3[nH]2)no1	20	-4	13	12	14	3	6	-5	-2	9	-4
Cc1ccc(S(=O)(=O)N2CCC(C(=O)OCC(=O)N(Cc3ccccc3)C(C)C)CC2)cc1C	-3	7	-3	3	-5	14	10	4	5	8	25
C[C@H]1CN([C@@H](C)CO)C(=O)CCCn2nncc2CO[C@H]1CN(C)C(=O)Nc1ccnc(N2CCOCC2)c1	-24	-31	-4	-22	3	-7	-26	-5	0	13	6
Cc1cc(Br)ccc1OCCCCNC(C)(C)C	18	8	-8	0	12	-12	5	10	2	-15	3
O=c1[nH]c(SCc2cccc(Cl)c2)nc2[nH]ncc12	-16	-16	5	-1	-17	-26	-11	4	1	-25	12
C/C(=N\NC(=O)CSc1nnc(C)s1)c1ccc(O)cc1	6	10	-3	-2	5	2	5	0	1	-2	-19
Cc1noc(C)c1COC(=O)c1ccc(S(=O)(=O)N2CCCCC2)cc1	-14	-2	-10	-14	-3	-5	1	1	7	2	3
CCCc1nnc(NC(=O)c2cccc(OC)c2)s1	-56	-47	-9	-11	-82	-21	-91	4	2	-8	-156
CC(=O)Nc1ccc(NC(=O)CN(c2cccc(C)c2)S(C)(=O)=O)cc1	-1	4	-6	-2	-2	16	0	3	2	-3	-1
C[C@@H](NC(=O)Cn1cnc2c(NCc3ccccc3)ncnc21)c1cccc2ccccc12	6	17	8	-6	24	-3	-12	-9	0	16	-2
CC(C)Oc1cc(NC(=O)CS(=O)CC(=O)Nc2cccc(C(F)(F)F)c2)c(Cl)cc1Cl (stereo not given)	34	15	2	-2	-8	-2	-13	-3	-2	-16	2
COc1ccc(CC2(C)OC(c3ccc(C)cc3)=NN2C(C)=O)cc1 (stereo not given)	-5	7	-3	2	18	-3	5	1	-1	8	11
O=C(O)CCC/C=C\C[C@@H]1[C@@H](/C=C/[C@@H](O)COc2cccc(Cl)c2)[C@H](O)C[C@@H]1O	-23	2	-8	-11	6	4	-8	-4	0	-26	-19
O=C(O)CCC(=O)c1c[nH]c2ccccc12	12	-1	-1	-5	3	-15	8	-6	1	6	12
O=C(CN1CCN(C2CCCCC2)CC1)Nc1ccccc1N1CCCCC1	5	-9	-3	9	0	1	12	-7	0	-45	-21
N#Cc1cc(-c2ccccc2)oc1NC(=O)c1ccccc1	-15	0	-1	-1	15	-15	-15	-5	3	-3	-8
Cc1nn(-c2ccccc2)c(N)c1Sc1ccccc1[N+](=O)[O-]	16	14	2	0	21	9	21	10	-2	20	-3
FC(F)(F)c1ccccc1CNCc1ccc2c(c1)OCO2	-6	-48	4	-3	-3	7	-4	-1	-4	2	-1
CN1CCc2c(sc(NC(=O)CS(=O)(=O)c3ccc(F)cc3)c2C(N)=O)C1	-24	-2	-10	-1	-19	-10	-6	7	1	0	5
CCOc1ccccc1N(CC(=O)OC)S(=O)(=O)c1ccccc1	8	-2	6	-1	2	-7	-8	-8	2	1	3
COC(=O)C1(C(=O)OC)C2CCCCC2N(S(=O)(=O)c2ccc(C)cc2)[C@@H]1CC(C)=O (stereo not given in full)	.	17	.	3	.	9	.	3	-4	.	-15

An excerpt of these results, field by field.
O=C(O)CCC(=O)c1c[nH]c2ccccc12
  TROY signal inh = 12 | SRC2 inh = -1 | TLR9-MyD88 block = -1 | NOD2-RIPK2 inh = -5 | SRC3 inh = 3 | COUP-TFII inh = -15 | SRC1 inh = 8 | ABHD5-PLIN5 inh = -6 | Granule exo inh = 1 | TWEAK-Fn14 inh = 6 | LRH-1 inv ag = 12

O=C(CN1CCN(C2CCCCC2)CC1)Nc1ccccc1N1CCCCC1
  TROY signal inh = 5 | SRC2 inh = -9 | TLR9-MyD88 block = -3 | NOD2-RIPK2 inh = 9 | SRC3 inh = 0 | COUP-TFII inh = 1 | SRC1 inh = 12 | ABHD5-PLIN5 inh = -7 | Granule exo inh = 0 | TWEAK-Fn14 inh = -45 | LRH-1 inv ag = -21

(listing goes on)
SMILES	TROY signal inh	SRC2 inh	TLR9-MyD88 block	NOD2-RIPK2 inh	SRC3 inh	COUP-TFII inh	SRC1 inh	ABHD5-PLIN5 inh	Granule exo inh	TWEAK-Fn14 inh	LRH-1 inv ag
O=C(COc1ccc(Cl)cc1Cl)N1CCCCCC1	-16	-9	-6	2	-40	-1	-17	-8	-2	0	-18
Fc1ccc(NCc2n[nH]c(=S)n2Cc2ccccc2)cc1	7	-4	4	-7	-1	-26	-16	-8	2	-6	-11
CN(C)C(=O)c1cc(Cl)ccc1Sc1cc(Cl)ccc1Cl	-33	13	-13	-4	15	-2	-3	1	4	4	2
CC(=O)Nc1nc(C)c(Oc2cccc(C(F)(F)F)c2)c(=O)[nH]1	6	-9	1	-2	19	6	0	0	0	5	2
Cc1ccc(S(=O)(=O)Nc2cc(C(F)(F)F)ccc2N2CCOCC2)cc1C	3	-11	6	-7	4	14	-19	5	2	12	-5
CCOC(CNC(=O)c1cc(C)nn1-c1ccccc1)OCC	-4	-9	6	-3	-1	7	-15	0	10	-17	-11
COC(=O)Cn1cnc2c(cnn2-c2ccc(OC)cc2)c1=O	-37	3	-2	0	-11	0	1	-7	5	-21	-15
COc1ccc(C(=O)c2ccccc2C(=O)c2ccccc2)cc1	3	-1	12	-1	1	10	-9	-2	0	34	6
c1cc(-c2noc(CC3CCCCC3)n2)ccn1	-29	-16	-6	-8	7	-15	-28	-2	-1	-6	10
CCC(=O)N1CCc2cc(S(=O)(=O)CCC(=O)NC(C)CC)ccc21 (stereo not given)	3	-23	-1	-11	-6	-5	-4	-2	-4	7	-12
CCCCCOC(=O)Cc1c(O)c2ccccc2[nH]c1=O	-7	4	-7	3	0	-2	-4	-2	0	9	4
COc1ccccc1CNc1nc2cc(-c3sccc3C)sc2c(=O)n1C	-9	-100	.	-9	-97	-30	-167	-2	?	-5	-97
COc1cc(/C=N/NC(=O)c2sc(N)c(C#N)c2C)cc(Br)c1O	33	6	4	-5	-3	-22	-9	-9	5	7	-1
COc1ccc(/C=N/NC(=O)c2nn(C)cc2Br)cc1CSCc1ccco1	-16	-46	-13	6	-45	-17	-48	-2	4	-4	-3
CCNc1nc(CSc2ccccc2)nc2sc(C)c(C)c12	-29	-39	-9	-1	-19	-1	0	0	0	-18	-21
COc1ccc(NC(=O)CN(c2ccccc2C)S(C)(=O)=O)c(OC)c1	0	-7	3	-4	-11	14	8	9	0	8	-7
O=C(Nc1ccncc1)c1cc(F)cc(F)c1	16	5	1	-3	12	14	14	-5	-1	1	-2
Cc1cc(Cl)ccc1NC(=S)NCc1cccs1	-3	10	-5	-6	16	10	3	0	-3	0	11
COc1ccc(OC)c(NC(=O)COC(=O)Cn2nnc(-c3ccccc3)n2)c1	-1	1	-2	-4	6	-2	-9	6	-2	6	-27
CCOC(=O)c1c(NC(=O)C2CCCO2)sc(C(=O)OC(C)(C)C)c1C (stereo not given)	-22	-13	8	-4	12	-8	-3	-3	-2	-13	6
O=C1CCC/C1=C\Nc1ccc(Cl)c([N+](=O)[O-])c1	18	-23	1	0	0	22	-6	3	-8	-11	-4
CCCn1c2ccccc2c2cnn(CC(=O)NCCCN3CCN(c4ccccc4)CC3)c(=O)c21	-14	-10	0	1	-15	-2	3	7	15	4	-1
FC(F)(F)c1cc(-c2ccco2)nc(-n2nnc3ccccc32)n1	0	5	6	-12	-5	-8	7	1	-1	-26	22
CCOc1ccccc1NC(=O)CN(c1ccc(C)cc1)S(=O)(=O)c1c(C)noc1C	19	-1	-8	-9	-5	6	-4	-8	16	13	-20

This is a subset; the hit share may differ from the screen's.
